# Compound activity (PubChem BioAssay)
# ALOX12 inhib – blocks human 12-lipoxygenase activity. purified 12-hLO, xylenol orange hydroperoxide absorbance. Potency, µM (series often up to 57.1 µM), without a hit: at the top dose activity change, negative = inhibition, most hits filed as inhibitors. 150,000 tested, 0.12% active; note: potency is the fitted concentration of half-maximal effect; nearly all actives have a fitted effect of over 55% in size; many of its hits are not listed in these tables
# Target sequence (P18054 whole entry, looked up): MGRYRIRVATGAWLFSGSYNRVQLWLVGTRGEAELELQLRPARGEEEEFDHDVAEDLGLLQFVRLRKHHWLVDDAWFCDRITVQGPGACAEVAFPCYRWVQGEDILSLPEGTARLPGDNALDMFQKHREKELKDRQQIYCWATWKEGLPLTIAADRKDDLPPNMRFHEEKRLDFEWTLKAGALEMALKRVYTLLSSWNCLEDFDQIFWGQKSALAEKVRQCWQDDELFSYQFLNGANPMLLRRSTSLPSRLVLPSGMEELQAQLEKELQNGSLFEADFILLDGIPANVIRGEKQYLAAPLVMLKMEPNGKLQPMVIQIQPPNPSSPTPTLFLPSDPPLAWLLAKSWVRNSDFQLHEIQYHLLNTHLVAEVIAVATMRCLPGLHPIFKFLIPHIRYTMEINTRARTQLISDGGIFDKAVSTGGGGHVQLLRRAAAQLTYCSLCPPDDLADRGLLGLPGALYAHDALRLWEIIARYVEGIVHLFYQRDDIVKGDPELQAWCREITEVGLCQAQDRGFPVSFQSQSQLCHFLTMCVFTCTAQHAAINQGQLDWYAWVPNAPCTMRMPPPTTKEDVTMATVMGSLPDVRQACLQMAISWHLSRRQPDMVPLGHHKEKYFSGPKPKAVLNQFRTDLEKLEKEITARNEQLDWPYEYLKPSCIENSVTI
#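 Purified human 12hLO (150 nM), preincubated 15 min with compound, then 40 uM arachidonic acid for 30 min, room temperature, Hepes pH 7.0 with 0.01% Triton X-100. Hydroperoxide detected by ferrous iron/xylenol orange; 573/405 nm absorbance ratio gives reaction progress.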
# IMPase inh – membrane-permeable compound that blocks inositol monophosphatase; 120,000 tested, under 10 active; CHO-M1 cells, IP1 accumulation, HTRF TR-FRET ratio; AID 901; inhibition (IP1 accumulation), % at 46.1 µM; active = well fitted curve in the direction sought with a large enough effect in the signal ratio, not every such curve was filed as active; inconclusive = small, poorly fitted or top-dose-only effect, or a change in a side signal; inactive = no such curve, though single readings can be large or run the other way; the % refers to the signal ratio;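 note: cells stimulated with carbachol in lithium chloride buffer; plate controls were DMSO basal wells for no effect and reference inhibitor wells for full effect; higher means more IMPase inhibition seen as more IP1 and lower FRET ratio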
# Target sequence (P97697 whole entry, looked up): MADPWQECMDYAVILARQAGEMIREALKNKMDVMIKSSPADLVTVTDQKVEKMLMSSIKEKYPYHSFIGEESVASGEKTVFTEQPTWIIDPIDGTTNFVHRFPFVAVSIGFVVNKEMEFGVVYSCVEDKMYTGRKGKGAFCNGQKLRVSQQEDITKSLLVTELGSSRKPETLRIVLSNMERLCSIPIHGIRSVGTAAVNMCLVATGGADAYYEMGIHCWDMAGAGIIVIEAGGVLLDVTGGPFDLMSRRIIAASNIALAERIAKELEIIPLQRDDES
#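 Cellular IMPase inhibition is scored as a rise in cytosolic IP1, detected by competitive TR-FRET between d2-labelled IP1 and a europium anti-IP1 antibody. M1-expressing CHO cells were stimulated with carbachol for 30 min at 37C, with lithium (50 mM LiCl) present in the buffer.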
# PNC inhibitor – blocks assembly of the perinucleolar compartment; PC3M PTB-GFP, PNC prevalence imaging, 16 h; hits give low values; activity change (PNC), negative = inhibition, % at 10 µM; 140,000 tested, 3.1% active;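 active = readout at or below -70, meaning at least 70% loss of cells showing the perinucleolar compartment, a nuclear body marking cancer cells; inconclusive = readout between -30 and a set limit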;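 note: plate controls were DMSO wells for no effect and camptothecin positive control wells for full effect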
#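 PC3M cells stably expressing PTB-GFP, 750–1000 cells/well, treated 16 h at 37 °C with compound (23 nl of library stock), in duplicate. After paraformaldehyde fixation and Hoechst stain, imaged at 20x; PNC prevalence scored by image analysis.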
# 15-hLO-2 inh – inhibitors of human 15-lipoxygenase 2 (ALOX15B); O15296; purified 15hLO-2, xylenol orange hydroperoxide absorbance; Potency, µM (titrated, usually from 57.1 µM), for inactives: at the highest dose activity change, negative = inhibition, most hits filed as inhibitors; 110,000 tested, 0.56% active; AID 881; note: potency is the fitted concentration of half-maximal effect; nearly all actives have a fitted effect of over 60% in size; many of its hits are not listed in these tables
#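 Purified human 15hLO-2 (50 nM final) preincubated with compounds 15 min at room temperature in 25 mM Hepes pH 7.5, 0.01% Triton X-100, then 45 uM arachidonic acid added for 90 min; hydroperoxide detected via ferrous/xylenol orange, 573/405 nm absorbance ratio.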
# Active calls of the source: *; ? = inconclusive; nt = not tested or not shown; & = joins results of further samples; [ ] = dose if it differs, or a comment. Unless noted, calls come from the whole dose curve; as a rule, active = well fitted curve in the direction sought with a large enough effect; inconclusive = small, poorly fitted or top-dose-only effect, or another doubt; inactive = no such curve, though single readings can be large; an effect the other way counts as inactive or inconclusive. Unless noted, % is set by controls: 0 for no effect and ±100 for the full control effect.
compound	ALOX12 inhib	IMPase inh	PNC inhibitor	15-hLO-2 inh
CCCCNC(=O)c1cn(-c2ccc(OCC)cc2)c(=O)c2cc(OC)c(OC)cc12	0%	3	?	5%
COC(=O)CN(c1ccc2c(c1)OCO2)S(C)(=O)=O	-4%	-4	?	14%
Cc1sc2ncn(-n3c(C)ccc3C)c(=O)c2c1C	-10%	4	32	-4%
C=CCN(CC=C)S(=O)(=O)c1ccc(C(=O)Nc2nc3c(s2)CCc2ccccc2-3)cc1	0%	nt	28	nt
COc1ccc(NC(=O)c2cc(F)cc(F)c2)cc1Cl	-8%	2	-24	-1%
OC1(c2cccc(F)c2)CCN(Cc2ccncc2)CC1	2%	0	14	4%
COc1ccccc1N1CCN(C(=O)C(=O)N/N=C/c2ccccc2F)CC1	2%	nt	-114*	nt
C=CCNC(=S)Nc1ccc(F)cc1F	1%	-4	-15	nt

# Structural class, those above containing fluorine.
compound	ALOX12 inhib	IMPase inh	PNC inhibitor	15-hLO-2 inh
COc1ccc(NC(=O)c2cc(F)cc(F)c2)cc1Cl	-8%	2	-24	-1%
OC1(c2cccc(F)c2)CCN(Cc2ccncc2)CC1	2%	0	14	4%
COc1ccccc1N1CCN(C(=O)C(=O)N/N=C/c2ccccc2F)CC1	2%	nt	-114*	nt
C=CCNC(=S)Nc1ccc(F)cc1F	1%	-4	-15	nt

# The results go on.
compound	ALOX12 inhib	IMPase inh	PNC inhibitor	15-hLO-2 inh
CC(C)Cn1c(-c2ccc(C#N)cc2)nc2c1c(=O)[nH]c(=O)n2CC(C)C	0%	-12	39	-3%
CCOC(=O)c1cc2c(C(F)(F)F)cc(-c3ccccc3)nc2o1	4%	12	1	4%
CS(=O)(=O)N(CCc1ccccc1)CC(=O)NCc1ccc2c(c1)OCO2	-15%	-5	4	-4%
O=C(O)/C=C\C(=O)Nc1ccc2c(c1)C(=O)c1cc(F)ccc1-2	-1%[11.4 µM]	nt	nt	-14%[11.4 µM]
O=C(CSc1nnc(-c2cccs2)n1-c1ccccc1)N1CCOCC1	1%	0	3	-7%
O=C(Nc1cc(Oc2ccc(Cl)cc2)cc([N+](=O)[O-])c1)c1ccco1	4%	nt	12	nt
Cc1noc(C)c1Cc1c(Cl)cccc1Cl	-4%	12	-18	-3%
CN(C(=O)COC(=O)C1CCN(S(=O)(=O)c2cccs2)CC1)C1CCS(=O)(=O)C1 (stereo unspecified)	-3%	9	?	-3%
CN(C)c1ccc(/C=C2\SC(=S)N(Nc3ncc(C(F)(F)F)cc3Cl)C2=O)cc1	3%	5	25	-1%
O=C(CCC1CCCC1)NCCCN1CCOCC1	4%	4	2	0%
COc1ccc2nc(SCC(=O)Nc3ccc4c(c3)CCC4)[nH]c2c1	0%	nt	8	nt
Cc1cccc(NC(=S)NCc2ccc3c(c2)OCO3)c1	-9%	nt	-18	nt
O=C(O)CN1C(=O)NC2NC(=O)NC21 (stereo unspecified)	1%	-4	20	5%
O=C(Nn1c(-c2ccc(Cl)cc2)nc2ccccc2c1=O)c1cccnc1Cl	-3%	nt	9	nt
Cc1ccc(N(CC(=O)N/N=C/c2cc(C)n(-c3ccccc3C)c2C)S(C)(=O)=O)cc1	-3%	7	?	nt
Cc1nc(C)c(-c2nnc(-c3ccc(C(C)(C)C)cc3)o2)cc1C(=O)NN	-2%	nt	?	nt
O=C(OCCOCCO)c1ccccc1Nc1cccc(C(F)(F)F)c1	-7%[25.6 µM]	0[20.6 µM]	nt	15%[25.6 µM]
COc1ccc2[nH]c(=O)c(CN(CCN(C)C)C(=O)NCc3ccccc3)cc2c1	1%	14	?	25%
O=C(O)CCSc1nc2ccc(Br)cc2[nH]1	1%	-1	-18	0%
O=C1C2CC=CCC2C(=O)N1c1ccc(OCC(O)Cn2nnc3ccccc32)cc1 (stereo unspecified)	-14%	4	32	3%
CCN(c1ccccc1)S(=O)(=O)c1ccc(OC)c(OC)c1	1%	2	23	1%
CCc1ccc(C(=O)N/N=C/c2cccc3ccccc23)nc1	-3%	4	6	nt
Cc1ccc(/C=N/NC(=O)CSc2nc3ccccc3n2Cc2ccccc2)o1	-1%	nt	0	nt
Cc1nc(C(F)(F)F)c(C(=O)NC(=O)Nc2ccccc2)s1	-5%	3	?	18%
COc1ccc(C2CC(c3ccc(F)cc3)Nc3nc(N)nn32)cc1 (stereo unspecified)	0%	3	40	nt
CCc1nnc(NC(=O)CN2CCN(c3nc(-c4ccccc4)cs3)CC2)s1	2%	-3	53	10%
O=C(NCc1ccco1)c1ccc2c(c1)C(=O)N(Cc1ccccc1)C2=O	-2%	-4[1.84 µM]	?	9%[11.4 µM]
CC(=O)Nc1ccc2nc(C)n(Cc3ccc(Cl)cc3)c(=O)c2c1	-5%	-8	-90*	nt
O=C(CCNS(=O)(=O)c1cccc2nsnc12)NCCC1=CCCCC1	-8%	-6	6	5%
CCCNc1nc2c(c(=O)n(C)c(=O)n2C)n1CCc1ccccc1	-5%	?	21	-9%
CCC/C=C(\CCC)C(NC(=O)CCc1ccccc1)c1ccc(C(F)(F)F)cc1 (stereo unspecified)	-3%	nt	nt	-1%
CCOc1cccc(-c2nnc(SCC(=O)Nc3cc(C)ccc3OC)n2N)c1	-7%	5	3	7%
CCOC(=O)c1cnc(SC2CC(=O)N(c3ccccc3)C2=O)nc1N (stereo unspecified)	-5%	0	?	-4%
COc1ccc(/C=C2/SC(=O)N(NS(=O)(=O)c3ccccc3)C2=S)cc1OC	-13%	6	-4	-24%
COc1ccc(C(=O)c2ccc(Cl)cc2Cl)cc1	-7%	3	-21	-1%
Cc1nn(-c2cc(N3CCNCC3)ccc2[N+](=O)[O-])c(=O)c2ccccc12	-2%	6	-97*	10%
Cc1nc(/N=C(\N)NC(=O)c2ccccc2)nc2ccccc12	1%	5	8	31%[activator]
CCCNC(=S)N1CCN(C(c2ccccc2)c2ccccc2)CC1	3%	nt	32	nt
CN1CCC(=NNC(=O)C(=O)NC2CCCCC2)CC1	5%	-4	16	5%
N=c1c2c3c(sc2nc2n1CCCCC2)CCCC3	1%	23	-15	nt
CCn1c2ccccc2c2cc(NS(=O)(=O)c3ccccc3C)ccc21	-18%	-3	19	nt
CC(=O)c1cccc(NC(=O)c2nccnc2C(=O)O)c1	-1%	-2	43	-4%
CC(C(=O)Nc1ncc2c(n1)CC(C)(C)CC2=O)N1C(=O)c2ccccc2C1=O (stereo unspecified)	-3%	10	-11	2%
CC1=C(C(=O)OCc2ccccc2)C(c2ccc(Cl)cc2)NC(=O)N1CCCCCC(=O)O (stereo unspecified)	-4%&-4%	nt	52	-17%
CC1(C)CC(=O)C([C@H]2C3=C(CC(C)(C)CC3=O)Oc3ccccc32)C(=O)C1	-2%	-2	nt	14%
O=C(c1ccc(Cl)c(F)c1F)N1CCCC1	7%	-3	-8	2%
Cc1ccc2nc(CSc3nnc(Cc4cccs4)n3C3CCCCC3)cc(=O)n2c1	-3%	5	?	-16%
Nc1nc(NCc2ccco2)nc(N2CCCCCC2)c1[N+](=O)[O-]	-1%	nt	-11	nt
Cc1ccc(S(=O)(=O)Cn2nnnc2C(CC(C)C)N2CCN(c3ccc(F)cc3)CC2)cc1 (stereo unspecified)	-2%	-7	-115*	6%
COC(=O)COc1ccc(S(=O)(=O)N2CCOCC2)cc1C	1%	-7	-14	1%[2.29 µM]
Cc1c(-c2ccccc2)oc2c(C(=O)OCC(=O)Nc3cccc(F)c3)cccc2c1=O	1%	nt	75	nt
COc1ccccc1CNC(=O)c1cc2sccc2n1C	-4%	15	5	-7%
CC(C)CCn1c(NCCN(C)C)nc2c1c(=O)[nH]c(=O)n2C	-2%	?	22	2%
CC1CCc2c(C(=O)NCCCN3CCOCC3)csc2C1 (stereo unspecified)	5%	1	-20	22%
Cc1cccc2cc(C3CC(c4cccs4)=NN3C(=O)CCC(=O)O)c(Cl)nc12 (stereo unspecified)	2%	-1	?	nt
Cc1c(C(=O)Nc2ccc(OCc3ccccc3)cc2)cccc1[N+](=O)[O-]	-4%	2	0	-10%

# Next part.
compound	ALOX12 inhib	IMPase inh	PNC inhibitor	15-hLO-2 inh
Cc1nc2cc(CC(=O)O)ccc2o1	8%	3	1	nt
O=C(CN1CCCC1)NCC12CC3CC(CC(C3)C1)C2	7%	-10	18	15%
CC(=O)Nc1cccc(C(=O)OC(C(=O)c2ccc(C)c(C)c2)c2ccccc2)c1 (stereo unspecified)	-5%	5	50	5%
CC(=O)Nc1ccc(-c2cn3ccsc3n2)cc1	3%	1	?	0%
CC(=O)C(=Nc1ccccc1Cl)NNc1ccc(Cl)cc1	?	6	-6	nt
c1ccc(OCc2nnc3sc(-c4cccs4)nn23)cc1	-4%	-13	?	-20%
Cc1cc(C)nc(NC(=O)CSc2nnnn2-c2ccccc2)n1	5%	-7	11	2%
COc1ccc(C(OC(=O)c2c(C)noc2C)C(=O)NC2CCCC2)cc1 (stereo unspecified)	-4%	1	0	-1%
O=C(c1ccccc1)c1nnc(-c2ccccc2F)o1	-3%	8	2	-1%
Cc1noc(C)c1S(=O)(=O)Nc1ccc(C(=O)N2CCc3ccccc3C2)cc1	-5%	2	-9	7%
COc1ccccc1-n1c(SCC(=O)Nc2cccc3ccccc23)nc(O)cc1=O	-17%	-6	79	-13%
COC(=O)CSc1nc2ccc(C)cc2[nH]1	4%	2	-2	29%
COc1nc2c(C)cccc2cc1-c1noc(-c2ccco2)n1	0%	-1	?	0%[2.29 µM]
CCCCc1nc2n[nH]c(N)c2c2c1CSC(C)(C)C2	0%	5	15	15%
CSc1nsc(SCC(=O)N2CCc3ccccc32)n1	-7%	5	-15	-5%
COc1ccc(CNC(=O)C(c2ccc(C)cc2)N(Cc2cccs2)C(=O)c2ccc3c(c2)OCCO3)cc1 (stereo unspecified)	-1%	-2	65	-12%
Cc1ccc(C)c(S(=O)(=O)Nc2ccc3scnc3c2)c1	-4%	-6	-6	-8%
Cc1cc(C)c2c(N)c(C(=O)NCc3ccco3)sc2n1	3%	-5	-98*	nt
Cc1c(NC(=O)c2cc3ccccc3c(=O)s2)c(=O)n(-c2ccccc2)n1C	-3%	6	?	0%
O=C(Cn1cnc2c(nnn2Cc2ccccc2F)c1=O)NCc1ccco1	0%	0	30	-3%
Cc1c(NC(=S)N/N=C\c2ccccc2O)c(=O)n(-c2ccccc2)n1C	3%	nt	-8	nt
COc1ccc(-n2c(-c3cccc(C)c3[N+](=O)[O-])n[nH]c2=S)cc1	-2%	8	-109*	?
CC(=O)N1[C@H](C)C=C[C@]1(Cc1ccccc1)C(=O)O	-1%&-1%	nt	47	-5%
Cc1noc(C)c1Cn1nc(C(=O)O)c2ccccc2c1=O	-3%	4	-18	-7%
CC(C)(C)c1n[nH]c(=S)n(/N=C/c2cccs2)c1=O	0%	nt	-21	nt
COCCn1c(SCC(=O)c2ccc3c(c2)OCCO3)nnc1-c1ccco1	1%	-4	46	-2%
C/C(=N\OC(=O)c1cccc(C(F)(F)F)c1)c1sc(-c2ccccc2)nc1C	0%	-4	7	9%
Cc1ccc(N(Cc2cc3ccccc3[nH]c2=O)C(=O)c2ccco2)c(C)c1	2%	-5	10	-8%
CCOc1ccc(C(=O)NC(=S)N(Cc2ccccc2)Cc2ccccc2)cc1	?	16	70	-9%
CCc1ccccc1NC(=O)c1ccccc1Sc1ccc([N+](=O)[O-])cc1Cl	0%	nt	6	nt
